Bioassay records as filed in PubChem BioAssay.
PfG6PD inh = PfG6PD (Plasmodium falciparum) enzyme inhibition | 350,000 tested, 0.78% active | AID 504690 | PfGluPho enzyme, NADPH resazurin-diaphorase fluorescence | inhibition, % at 20 µM;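 active = inhibition reaching at least a set limit at 20 µM in the primary screen, cut at about 59% in these data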;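 note: 0% = DMSO wells with substrate and 100% = DMSO wells lacking glucose-6-phosphate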
NR3A LBD binder = NR3A (human) ligand-binding domain modulation | Tm shift relative to glycine control, % at 25 µM | 340,000 tested, 2.5% active | AID 1259313 | NR3A LBD differential scanning fluorimetry, Tm shift; 0% = protein alone, 100% = glycine-bound protein;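 active = melting temperature shift of at least 10% of the positive control shift, at one fixed dose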
HKDC1 inh = blocks human hexokinase HKDC1 activity; Q2TB90; recombinant HKDC1, G6PDH/diaphorase resazurin coupled fluorescence; inhibition, % at 20 µM; 340,000 tested, 0.16% active; AID 493160;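 active = inhibition above about 35% when tested at 20 µM, limit read from the data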;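 note: plate controls were DMSO wells with enzyme for no effect and DMSO wells lacking enzyme for full effect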
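System: Recombinant HKDC1 hexokinase | Amount: HKDC1 at 5 µg/mL | Reagent: Glucose with 1 mM ATP | Doses: Single 20 µM dose | Incubation: Reaction time 90 min, room temperature, protected from light | Signal: Coupled resazurin fluorescence, excitation 525 nm, emission 613 nm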
ATG4B inh = inhibitors of human ATG4B cysteine protease; Q9Y4P1; ATG4B cleavage of LC3-PLA2, NBD-HPC fluorescence, 1 h; inhibition, % at 8.33 µM; 340,000 tested, 0.51% active; AID 504462; in the data active = inhibition above about 40%
Target sequence (Q9Y4P1 whole entry, looked up): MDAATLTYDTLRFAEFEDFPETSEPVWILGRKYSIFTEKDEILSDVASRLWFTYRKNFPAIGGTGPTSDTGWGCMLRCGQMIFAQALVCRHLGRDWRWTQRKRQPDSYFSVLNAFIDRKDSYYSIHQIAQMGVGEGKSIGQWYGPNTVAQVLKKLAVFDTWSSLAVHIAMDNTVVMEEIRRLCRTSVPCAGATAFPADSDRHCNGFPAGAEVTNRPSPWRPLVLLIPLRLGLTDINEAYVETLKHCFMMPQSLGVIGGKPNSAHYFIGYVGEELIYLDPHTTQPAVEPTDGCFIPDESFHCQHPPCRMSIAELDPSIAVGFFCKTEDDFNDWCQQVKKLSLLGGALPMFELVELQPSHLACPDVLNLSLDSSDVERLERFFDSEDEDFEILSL
MPTP inh = inhibitors of mitochondrial permeability transition pore; isolated mouse mitochondria, Ca2+ swelling absorbance, 30 min; 360,000 tested, 1.4% active; inhibition, % at 10 µM; AID 602449;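 active = inhibition of 50% or more, scaled per plate between neutral and stimulator controls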;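 note: 0% = DMSO wells given calcium and 100% = 1 mM EGTA wells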
SENP6 inh = blocks the human protease SENP6 | Recombinant SENP6 catalytic domain, aminoluciferin luminescence | inhibition, % at 10 µM | 330,000 tested, 1.8% active | AID 2599;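 active = inhibition above about 50% at the single tested dose, limit read from the data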;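 note: plate controls were DMSO wells with enzyme for no effect and DMSO wells lacking enzyme for full effect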
SENP7 inh = SENP7 protease inhibition. Q9BQF6. recombinant SENP7, Z-RLRGG-aminoluciferin luminescence, 40 min. inhibition, % at 5 µM. 330,000 tested, 1.5% active;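 active = inhibition above about 50% at the single test dose, limit read from the data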;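 note: plate controls were DMSO with enzyme for no effect and no enzyme buffer wells for full effect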
Target sequence (Q9BQF6 706-1050 limits assumed): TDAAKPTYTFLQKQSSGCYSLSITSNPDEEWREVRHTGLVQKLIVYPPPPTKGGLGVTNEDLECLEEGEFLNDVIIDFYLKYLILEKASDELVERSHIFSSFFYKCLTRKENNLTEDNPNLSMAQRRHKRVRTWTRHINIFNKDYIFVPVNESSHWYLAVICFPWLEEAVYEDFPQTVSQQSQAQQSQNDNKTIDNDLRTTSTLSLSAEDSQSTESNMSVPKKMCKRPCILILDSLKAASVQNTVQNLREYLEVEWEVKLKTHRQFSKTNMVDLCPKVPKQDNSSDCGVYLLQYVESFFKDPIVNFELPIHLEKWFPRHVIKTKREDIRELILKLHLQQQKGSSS
SENP8 inh = inhibitors of human SENP8 protease; Q96LD8; recombinant SENP8, Nedd8 substrate fluorescence; inhibition, % at 20 µM; 360,000 tested, 0.64% active; in the data active = inhibition mostly above about 40%, no sharp cut-off; inactive = mostly below about 27%
Target sequence (Q96LD8 whole entry, looked up): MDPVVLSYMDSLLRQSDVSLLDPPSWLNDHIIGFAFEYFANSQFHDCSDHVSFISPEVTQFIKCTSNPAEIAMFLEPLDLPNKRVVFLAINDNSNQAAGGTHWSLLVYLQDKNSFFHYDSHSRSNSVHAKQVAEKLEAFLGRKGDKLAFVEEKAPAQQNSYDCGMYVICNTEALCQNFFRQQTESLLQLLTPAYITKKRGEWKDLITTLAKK
An asterisk follows results filed as active; . = no result given.

SMILES	PfG6PD inh	NR3A LBD binder	HKDC1 inh	ATG4B inh	MPTP inh	SENP6 inh	SENP7 inh	SENP8 inh
CC[C@]12c3[nH]c4ccc(OC)cc4c3CCN1C(=O)C(CC(=O)NCCCN(C)C)C[C@@H]2C(=O)N1CCN(C(=O)c2ccco2)CC1 (stereo partly specified)	5	-1	-3	.	-1.1	.	-10	19
C/C(=N\Nc1ccc([N+](=O)[O-])cc1[N+](=O)[O-])c1cccnc1	-8	5	-4	6	1.7	-14	0	30
CCNS(=O)(=O)c1ccc2nc(NC(=O)/C=C/c3cc(OC)c(OC)c(OC)c3)sc2c1	-3	3	2	9	1.5	-3	2	-410
Cn1c(/C=C/c2ccccc2[N+](=O)[O-])nc2ccccc2c1=O	2	2	1	5	1.3	-10	-2	8
COc1cc(C2C(=O)c3ccccc3C2=O)ccc1O	22	3	3	-5	0.7	36	-5	-457
Cc1ccsc1-c1n[nH]c(=S)n1CC(C)C	47	-5	-6	-8	0.0	15	8	-48
CC1CCCCN1C(=O)CSc1nnc(CSc2ncccn2)n1C (stereo unspecified)	-3	1	-3	1	-1.0	-14	-6	15
O=C(/C=C/c1ccc2c(c1)OCO2)NCCSCc1ccc(Cl)cc1	-14	-1	-6	5	1.4	-8	-4	-216
O=C(COc1ccc(Br)cc1)N(Cc1cccs1)C1CCS(=O)(=O)C1 (stereo unspecified)	-12	-1	3	-4	0.0	-23	5	3
CC(=O)N1CCN(c2ccc(NCc3cccc4ccccc34)cc2)CC1	63*	-1	8	-5	-1.7	-14	-10	0
CCNC(=O)/C(C#N)=C/c1c(N2CCN(Cc3ccc4c(c3)OCO4)CC2)nc2c(C)cccn2c1=O	-7	-2	4	3	-0.2	.	.	-5
COC(=O)c1nc[nH]c1C(=O)OC	3	0	-2	-5	3.3	8	-3	9
C=C(C)n1c(=O)[nH]c2ccccc21	-5	3	-2	-8	-0.1	-11	-3	2
CC(C)[C@H](NC(=O)OC(C)(C)C)c1nnc(S(=O)(=O)Cc2c(F)cccc2Cl)o1	1	0	-9	1	-3.9	-4	-1	15
Cc1ccc(N(C(=O)C(F)(F)F)C(C(=O)NC2CCCCC2)c2cccs2)cc1 (stereo unspecified)	-5	-1	-14	-4	2.4	-3	2	27
Cc1ccc(C)c(NCC(=O)c2ccc(Cl)cc2)c1	-88	3	0	4	-1.9	4	-4	11
CC1Oc2ccccc2N(CC(=O)c2ccccc2)C1=O (stereo unspecified)	10	-1	-8	-4	-2.2	-17	-8	4
CCOC(=O)c1cccc(-c2ccc(C=O)o2)c1	-8	1	-1	7	-1.0	28	-1	11
CCOc1ccccc1C(=O)N1CCN=C1SC	-10	0	-5	2	1.7	5	-3	13
O=C(CN1C(=O)NC2(CCCC2)C1=O)N1CCN(S(=O)(=O)c2ccc(Cl)cc2)CC1	13	-2	-15	-8	0.0	-7	-2	10
Cc1ccc(C(=O)C(OC(=O)c2cnccn2)c2ccccc2)cc1 (stereo unspecified)	6	-2	-11	-7	0.0	-5	1	16
COc1ccc(CCNC(=O)c2ccc(CNc3nc(=S)[nH]c4ccccc34)cc2)cc1OC	7	-2	-6	-15	-2.6	17	0	16
CC1(C(=O)OCC(=O)Nc2nnc(-c3ccccc3)o2)CC1(Cl)Cl (stereo unspecified)	-26	0	5	4	-0.5	-1	0	-26
COC(=O)c1c(C(=O)OC)n(CCCN)c2ccc(C)cc12	-5	-5	0	-6	1.5	-16	-13	-296
O=C(Cn1cnc2c(NCc3ccccc3)ncnc21)NCCc1cc2ccccc2[nH]1	-3	-1	-2	-6	1.1	.	8	17
O=C1C=C(c2ccc(Cl)nc2)C[C@@H](c2ccc3c(c2)OCO3)C1	-3	-2	0	-4	-1.5	-4	-4	19
COC(=O)C1=C(C)n2nnnc2NC1c1ccc(Cl)cc1 (stereo unspecified)	-16	3	-3	2	-1.2	-5	4	1
Cn1nnnc1SCC(=O)NCc1ccc2c(c1)OCO2	-24	-1	13	5	-0.1	-4	6	6
N#CC(C(=O)Nc1ccc(Cl)c(Cl)c1)=C1Nc2ccccc2N1	2	4	-2	2	5.7	-13	-5	-146
O=C(CNC(=S)N(CCCN1CCOCC1)Cc1cccs1)N1CCCC1	-7	1	-1	-10	0.1	-4	-7	12

Compound profiles, from the list above:
Cc1ccc(C(=O)C(OC(=O)c2cnccn2)c2ccccc2)cc1 (stereo unspecified) in the list: PfG6PD inh: 6; NR3A LBD binder: -2; HKDC1 inh: -11; ATG4B inh: -7; MPTP inh: 0.0; SENP6 inh: -5; SENP7 inh: 1; SENP8 inh: 16
O=C1C=C(c2ccc(Cl)nc2)C[C@@H](c2ccc3c(c2)OCO3)C1 in the list: PfG6PD inh: -3; NR3A LBD binder: -2; HKDC1 inh: 0; ATG4B inh: -4; MPTP inh: -1.5; SENP6 inh: -4; SENP7 inh: -4; SENP8 inh: 19

(more compounds)
SMILES	PfG6PD inh	NR3A LBD binder	HKDC1 inh	ATG4B inh	MPTP inh	SENP6 inh	SENP7 inh	SENP8 inh
CCC(=O)NC(=S)Nc1ccc(NC(=O)c2ccco2)c(OC)c1	-5	-3	3	5	0.0	-18	4	15
NS(=O)(=O)c1ccc(N/C=C/C(=O)c2ccc(Br)cc2)cc1	-2	-3	-5	-8	4.9	-6	3	-285
Cc1[nH]c2ccccc2c1C(=O)CSc1ccccn1	30	-1	6	-9	-1.1	17	12	13
CNc1oc(-c2ccco2)nc1C#N	7	1	-6	3	-0.6	-2	7	-475
CCC(C)NS(=O)(=O)c1ccc(OCC(=O)N2CCCC2)cc1 (stereo unspecified)	-12	0	-3	-5	-0.6	-7	0	9
O=C(COC(=O)c1ccc(Br)cc1)Nc1ccccc1Br	2	1	12	-6	0.8	-6	-18	-5
CCCc1cc(=O)[nH]c(SCC(=O)N2N=C(c3ccc(Cl)cc3)CC2c2ccco2)n1 (stereo unspecified)	-4	-7	-3	48*	-31	28	-2	-22
Cc1ccc(C)c(OCC(=O)NNC(=O)C2CCC2)c1	1	0	3	4	-2.1	2	1	29
Cc1cc(C)n2c(SCc3c(C)noc3C)nnc2n1	-7	3	-4	-3	-2.3	-6	-2	4
COC(=O)c1ccc(NC(=O)C(OC)c2ccccc2)cc1 (stereo unspecified)	-17	-2	-9	-5	-1.7	-25	0	18
COc1ccc(-c2nn(CCC(=O)O)cc2/C=C/C(=O)O)cc1[N+](=O)[O-]	-8	1	-10	4	-1.6	-10	8	10
Cc1cccc(NS(=O)(=O)c2ccc(Oc3ccccc3)cc2)n1	-16	-574	2	-10	3.1	-3	0	-329
CCC(C)[C@H](NC(=O)OC(C)(C)C)C(=O)N/N=C/c1ccc2nccnc2c1 (stereo partly specified)	-17	1	-12	8	-0.8	1	5	-68
COc1ccc(-c2cc(C)no2)cc1S(=O)(=O)NCCCN1CCN(c2ccccc2)CC1	-2	0	-7	-7	0.7	-20	-9	17
CCCCOC(=O)Nc1cccc(C(C)=O)c1	-10	-1	-7	2	0.4	0	-4	8

Filtered by structure, the compounds so far with a Cl atom
SMILES	PfG6PD inh	NR3A LBD binder	HKDC1 inh	ATG4B inh	MPTP inh	SENP6 inh	SENP7 inh	SENP8 inh
O=C(/C=C/c1ccc2c(c1)OCO2)NCCSCc1ccc(Cl)cc1	-14	-1	-6	5	1.4	-8	-4	-216
CC(C)[C@H](NC(=O)OC(C)(C)C)c1nnc(S(=O)(=O)Cc2c(F)cccc2Cl)o1	1	0	-9	1	-3.9	-4	-1	15
Cc1ccc(C)c(NCC(=O)c2ccc(Cl)cc2)c1	-88	3	0	4	-1.9	4	-4	11
O=C(CN1C(=O)NC2(CCCC2)C1=O)N1CCN(S(=O)(=O)c2ccc(Cl)cc2)CC1	13	-2	-15	-8	0.0	-7	-2	10
CC1(C(=O)OCC(=O)Nc2nnc(-c3ccccc3)o2)CC1(Cl)Cl (stereo unspecified)	-26	0	5	4	-0.5	-1	0	-26
O=C1C=C(c2ccc(Cl)nc2)C[C@@H](c2ccc3c(c2)OCO3)C1	-3	-2	0	-4	-1.5	-4	-4	19
COC(=O)C1=C(C)n2nnnc2NC1c1ccc(Cl)cc1 (stereo unspecified)	-16	3	-3	2	-1.2	-5	4	1
N#CC(C(=O)Nc1ccc(Cl)c(Cl)c1)=C1Nc2ccccc2N1	2	4	-2	2	5.7	-13	-5	-146
CCCc1cc(=O)[nH]c(SCC(=O)N2N=C(c3ccc(Cl)cc3)CC2c2ccco2)n1 (stereo unspecified)	-4	-7	-3	48*	-31	28	-2	-22

The list goes on:
SMILES	PfG6PD inh	NR3A LBD binder	HKDC1 inh	ATG4B inh	MPTP inh	SENP6 inh	SENP7 inh	SENP8 inh
O=S1(=O)C=CC(N2CCOCC2)C1 (stereo unspecified)	-2	0	-8	11	-1.4	5	-4	11
CCN1CC2=C(OC(N)=C(C#N)C2c2cccs2)/C(=C/c2cccs2)C1 (stereo unspecified)	14	-6	8	-5	4.6	18	3	-16
CSCC[C@H](NC(=O)N1CCn2c1nc1ccccc12)C(=O)NCc1ccco1	14	1	8	-6	-0.6	-8	-1	2
CCCCN(CC)CCCNC(=O)c1cc2c(-c3ccc(OC)c(OC)c3)nn(C)c2s1	13	-1	0	-14	3.0	-12	2	-276
O=C(Oc1ccc(Br)cc1)c1cncc(Br)c1	-1	-2	-7	-2	0.4	-80	-22	19
C=CCOc1cccc(C2C(C(=O)c3ccc(C)o3)=C(O)C(=O)N2c2nnc(C)s2)c1 (stereo unspecified)	.	.	.	.	0.2	-12	-3	-158
Cc1ccccc1/C=C1\Oc2ccccc2C1=O	-6	2	12	7	-0.2	78*	51*	-27
O=C(CCCCCn1c(=S)[nH]c2ccc(N3CCOCC3)cc2c1=O)NCc1ccccc1Cl	24	-1	-2	10	-0.1	-9	-4	-409
Cc1ccc(NC(=O)NNC(=O)C2CC(c3cccnc3)=NO2)cc1 (stereo unspecified)	19	-4	-6	11	0.0	-20	5	9
CCCn1c(N)c(C(=O)CN2CCN(S(=O)(=O)c3cccc(Cl)c3)CC2)c(=O)[nH]c1=O	-9	1	6	1	0.4	-17	-5	20
Cc1ccc2c(c1)COc1c3ccc(C(=O)N[C@@H](CO)C(C)C)cc3nn1-2	13	-3	-3	-13	-1.4	-11	2	-239
CN(C)c1ccc(CN(C(=O)c2ccccc2Br)C2CCS(=O)(=O)C2)cc1 (stereo unspecified)	-1	2	-2	-8	-0.5	-8	13	8
COc1ccc(C23CC4CC(CC(C4)C2)C3)cc1C(=O)NCCN(C)C	-3	-5	-1	-4	38	-23	2	-24
C=C(C)Cc1c(C)c(C#N)c2nc3ccccc3n2c1NCCCN(C)C	0	1	-5	2	0.2	-32	1	-370
O=C(O)CCC(=O)N1N=C(c2cccs2)CC1c1ccc(Br)cc1 (stereo unspecified)	-18	0	-2	2	-0.1	0	-2	-240
COc1cccc2cc(C(=O)C3=C(O)C(=O)N(Cc4ccco4)C3c3cccnc3)oc12 (stereo unspecified)	-9	2	10	-5	-1.3	-13	1	-4
COc1ccc(OCCNC(=O)CSc2ccc(C(F)(F)F)cc2[N+](=O)[O-])cc1	-17	-3	-6	8	4.0	-6	0	21
O=C(Nc1cccc(-c2nc3ncccc3o2)c1)c1ccc2c(c1)OCO2	4	3	-4	23	-0.1	.	.	14
COC(=O)[C@H](C)N1C/C=C\COc2c(Cl)cc(Cl)cc2S1(=O)=O	14	3	-2	-11	-1.1	.	-1	-4
